E-sel TNF inh: blocks E-selectin expression induced by TNF alpha. AID 1246. inhibition, % at 2 µM. HUVEC TNFa-induced E-selectin immunofluorescence, high content. 120,000 compounds, 0.71% hits;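 active = inhibition above the batch mean plus 3 SD, and confirmed as a hit on visual image review, cut at about 43% in these data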;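 also: 0% = TNF-stimulated DMSO wells and 100% = unstimulated control wells; not every result past the cut was called active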
GALR2 antag: blocks the human galanin receptor 2; inhibition, % at 4 µM; AID 828; 140,000 compounds, 0.39% hits; GALR2-expressing cells, antagonist mode; in the data active = inhibition above about 27%;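 also: cells stimulated with galanin 1-16 at roughly its EC80; 0% = agonist challenge control and 100% = basal control without agonist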
Target sequence (O43603 whole entry, looked up): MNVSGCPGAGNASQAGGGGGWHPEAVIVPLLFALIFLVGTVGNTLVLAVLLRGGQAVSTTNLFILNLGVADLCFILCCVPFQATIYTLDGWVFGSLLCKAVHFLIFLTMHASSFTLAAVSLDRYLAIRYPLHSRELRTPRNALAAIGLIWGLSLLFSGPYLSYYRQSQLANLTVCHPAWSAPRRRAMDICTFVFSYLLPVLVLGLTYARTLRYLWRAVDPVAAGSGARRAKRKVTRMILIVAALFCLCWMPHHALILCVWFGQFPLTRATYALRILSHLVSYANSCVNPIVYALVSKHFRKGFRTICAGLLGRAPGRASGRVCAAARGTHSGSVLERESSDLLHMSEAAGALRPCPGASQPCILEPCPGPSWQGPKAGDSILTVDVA
Measles CPE: protection of cells from measles virus; Measles virus-infected cells, CPE protection, absorbance; protection (pct of control), % at 4 µM; 140,000 compounds, 1.5% hits; AID 841; in the data active = protection mostly above about 24%, no sharp cut-off; inactive = mostly below about 26%; also: some compounds called inactive have numbers as strong as hits
Phagocytosis inh: blocks phagocytosis by macrophages; 110,000 compounds, 0.07% hits; AID 1029; J774A.1 macrophage IgG-bead phagocytosis, imaging; inhibition, % at 5 µM;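 active = inhibition above the mean of the plate negative controls plus 5 SD, cut at about 13% in these data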;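 also: phagocytic index as fraction of beads internalized from green versus red external bead signal; plate controls were DMSO negative control for no effect and cytochalasin-D positive control for full effect; some results beyond the cut were filed as inactive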
Yeast life ext: yeast lifespan extension. AID 775. S. cerevisiae growth with nicotinamide, OD615; deaD strain in restrictive glucose medium. inhibition of the nicotinamide effect, % at 10 µM. 130,000 compounds, 0.68% hits;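 active = inhibition above a set limit, placed 3 SD over the median of all compounds, cut at about 26% in these data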;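 also: 0% = nicotinamide-treated wells and 100% = cells grown without nicotinamide; some compounds called inactive have numbers as strong as hits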
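Measured by: optical density (absorbance) at 615 nm; System: modified budding yeast, DeaD strain; Medium: restrictive CSMM-D dextrose medium; Timing: 4 h preincubation then 48 h treatment at 30 °C.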
NPY Y2 blocker: NPY-Y2 (human) receptor antagonism. NPY-Y2 expressing cells, antagonist mode. 140,000 compounds, 0.99% hits. inhibition, % at 2.7 µM. P49146; in the data active = inhibition above about 17%;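 also: 0% = vehicle with agonist challenge and 100% = reference antagonist with challenge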
Target sequence (P49146 whole entry, looked up): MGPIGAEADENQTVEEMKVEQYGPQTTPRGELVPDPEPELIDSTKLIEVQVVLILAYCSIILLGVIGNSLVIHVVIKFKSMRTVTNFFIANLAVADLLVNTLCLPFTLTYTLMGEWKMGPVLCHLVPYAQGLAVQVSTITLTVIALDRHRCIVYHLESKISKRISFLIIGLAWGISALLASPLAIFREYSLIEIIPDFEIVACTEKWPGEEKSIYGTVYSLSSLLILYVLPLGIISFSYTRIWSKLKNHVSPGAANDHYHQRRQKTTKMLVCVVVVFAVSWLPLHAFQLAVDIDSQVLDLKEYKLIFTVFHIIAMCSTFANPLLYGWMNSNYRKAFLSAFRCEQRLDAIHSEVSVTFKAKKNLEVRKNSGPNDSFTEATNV
BB579 growth dn: chemicals that inhibit yeast BB579 growth in restrictive medium (lifespan-shortening candidates). S. cerevisiae BB579 growth, OD615, 48 h. inhibition, % at 10 µM. 140,000 compounds, 0.51% hits;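 active = inhibition above a set limit, 3 SD over the mean compound inhibition, cut at about 44% in these data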; also: inactives centre near -24
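Test system: Saccharomyces cerevisiae DeaD strain BB579, replicative lifespan model yeast | Buffer or medium: Restrictive CSMM-D medium | Doses: One dose, 10 µM compound with 0.25% DMSO | Incubation: 48 h exposure, 30 °C | Detection: Culture absorbance at 615 nm | Control set: Amphotericin B at 10 µg/mL as positive control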
HCT116 PTEN-null: suppresses growth of cells with PTEN deletion | 140,000 compounds, 1.2% hits | viability, % at 10 µM | HCT116 PTEN-null viability, CellTiter-Glo, 60 h; stronger effect = lower value;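 active = viability at or below a set limit, 4 SD under the median of all tested compounds, cut at about 3.7% in these data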;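 also: PTEN knockout HCT116 line with beta catenin targeted HCT116 as companion control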
bCat KO growth: beta-catenin-lacking colon tumor cell growth suppression | viability, % at 10 µM | 140,000 compounds, 1.5% hits | HCT116 beta-catenin knockout viability, CellTiter-Glo, 60 h; stronger effect = lower value | AID 818;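 active = viability at or under a set limit, the compound median less 4 SD, cut at about 6% in these data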;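 also: 0% = Hyamine 1622 control at 20 µM and 100% = untreated cell control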
MRP1 act: activates MRP-1. H69AR cells + doxorubicin, viability rescue, CellTiter-Glo. viability increase, % at 10 µM. 140,000 compounds, 0.61% hits. AID 799;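 active = viability gain under doxorubicin at or above a set limit, the compound median plus 3 SD, cut at about 4.7% in these data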;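 also: MRP-1 overexpressing cells given doxorubicin 25 µM after compound pretreatment; 18-22 h compound pretreatment then 72 h with doxorubicin before readout; 0% = doxorubicin-only wells and 100% = vehicle-treated cells without doxorubicin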
Numbers without * were called inactive. Rows were taken by chance. About 6.4% of those tested had a hit in this group.

Results for Cc1ccc(N(CC(=O)NCc2ccc(F)cc2)S(=O)(=O)c2cccs2)cc1 ?
E-sel TNF inh: 14.0; GALR2 antag: -6.1; Measles CPE: 12.1; Phagocytosis inh: -0.2; Yeast life ext: -3.6; NPY Y2 blocker: 2.0; BB579 growth dn: -68.5; HCT116 PTEN-null: 79.4; bCat KO growth: 79.0; MRP1 act: -1.4

Results for Cc1nc2cc(N=NC3=C(O)CCCC3=O)ccc2s1 ?
E-sel TNF inh: -9.1; GALR2 antag: 8.2; Measles CPE: 7.5; Phagocytosis inh: -8.9; Yeast life ext: -4.6; NPY Y2 blocker: 3.6; BB579 growth dn: -46.1; HCT116 PTEN-null: 101.1; bCat KO growth: 87.3; MRP1 act: -2.1

Results for Cc1nc(CS(=O)(=O)c2ccccc2)cc(N2CCOCC2)n1 ?
E-sel TNF inh: -38.9; GALR2 antag: 3.5; Measles CPE: 16.3; Phagocytosis inh: -0.1; Yeast life ext: -18.3; NPY Y2 blocker: 1.8; BB579 growth dn: -31.5; HCT116 PTEN-null: 92.1; bCat KO growth: 101.0; MRP1 act: -3.3

Results for C/C(Nc1cccc(F)c1)=C(/C#N)C(N)=O ?
E-sel TNF inh: -12.3; GALR2 antag: 1.6; Measles CPE: 7.2; Phagocytosis inh: -0.3; Yeast life ext: -8.0; NPY Y2 blocker: 1.6; BB579 growth dn: -54.4; HCT116 PTEN-null: 89.1; bCat KO growth: 98.9; MRP1 act: -0.6

What do the screens show for `O=C(c1ccccc1)N1CCN(C2CC3CCC2C3)CC1` (stereo unspecified)?
E-sel TNF inh: 2.1; GALR2 antag: 5.5; Measles CPE: 19.6; Phagocytosis inh: -0.4; Yeast life ext: -2.7; NPY Y2 blocker: 1.7; BB579 growth dn: -21.2; HCT116 PTEN-null: 94.1; bCat KO growth: 87.4; MRP1 act: -2.3

What do the screens show for `O=C(COC(=O)CCCOc1ccc(Cl)cc1Cl)Nc1cccc(Cl)c1`?
E-sel TNF inh: -9.8; GALR2 antag: -1.3; Measles CPE: 2.5; Phagocytosis inh: -3.8; Yeast life ext: -3.8; NPY Y2 blocker: 4.5; BB579 growth dn: 23.6; HCT116 PTEN-null: 94.2; bCat KO growth: 85.5; MRP1 act: -2.0

How did O=C(NCc1ccc2c(c1)OCO2)c1cc2c(s1)CS(=O)(=O)C2 do in these assays?
E-sel TNF inh: -24.6; GALR2 antag: 3.1; Measles CPE: 4.5; Phagocytosis inh: -3.3; Yeast life ext: -10.2; NPY Y2 blocker: 0.9; BB579 growth dn: -33.9; HCT116 PTEN-null: 98.2; bCat KO growth: 87.7; MRP1 act: -1.9

Results for Cc1cc(NC(=O)c2ccc(Cn3nc(C)c(Br)c3C)o2)no1 ?
E-sel TNF inh: -34.7; GALR2 antag: -3.0; Measles CPE: 2.2; Phagocytosis inh: -0.1; Yeast life ext: -8.5; NPY Y2 blocker: 2.6; BB579 growth dn: -46.9; HCT116 PTEN-null: 30.3; bCat KO growth: 30.9; MRP1 act: -1.0

How did O=S(=O)(c1ccccc1F)N1CCN(Cc2nc3ccccc3[nH]2)CC1 do in these assays?
E-sel TNF inh: -3.2; GALR2 antag: -1.4; Measles CPE: 8.9; Phagocytosis inh: -0.6; Yeast life ext: 0.8; NPY Y2 blocker: 1.2; BB579 growth dn: -46.5; HCT116 PTEN-null: 99.5; bCat KO growth: 105.3; MRP1 act: -0.6

What do the screens show for `CCOC(=O)Nc1cc(OCC)c(NC(=O)C2CC2)cc1OCC`?
E-sel TNF inh: -15.6; GALR2 antag: -4.2; Measles CPE: 3.6; Phagocytosis inh: -1.2; Yeast life ext: -8.7; NPY Y2 blocker: -0.7; BB579 growth dn: -65.9; HCT116 PTEN-null: 119.3; bCat KO growth: 106.2; MRP1 act: -1.2

Results for O=C(c1ccccc1)c1ccc(N2CCOCC2)c(F)c1 ?
GALR2 antag: -3.1; Measles CPE: 5.9; Phagocytosis inh: -1.0; Yeast life ext: -23.9; NPY Y2 blocker: 4.2; BB579 growth dn: -36.4; HCT116 PTEN-null: 73.6; bCat KO growth: 69.6; MRP1 act: -2.3

How did CCOc1ccc(Br)cc1S(=O)(=O)Nc1ccc(Cl)c(S(=O)(=O)N(CC)c2ccccc2)c1 do in these assays?
GALR2 antag: 2.3; Measles CPE: 11.7; Phagocytosis inh: -0.3; Yeast life ext: 4.0; NPY Y2 blocker: -3.2; BB579 growth dn: -34.1; HCT116 PTEN-null: 82.8; bCat KO growth: 86.1; MRP1 act: -0.6

How did COc1ccc(OC)c2c(N3CC(C)OC(C)C3)cc(C(F)(F)F)nc12 (stereo unspecified) do in these assays?
E-sel TNF inh: -39.5; GALR2 antag: -7.5; Measles CPE: 3.0; Yeast life ext: -17.6; NPY Y2 blocker: 1.4; BB579 growth dn: -12.0; HCT116 PTEN-null: 83.8; bCat KO growth: 85.4; MRP1 act: -2.5

How did Cc1cc(NC(=O)COC(=O)C2CCCN2C(=O)c2cccs2)no1 (stereo unspecified) do in these assays?
E-sel TNF inh: 0.8; GALR2 antag: 3.5; Measles CPE: 14.4; Phagocytosis inh: -0.9; Yeast life ext: -7.9; NPY Y2 blocker: -2.4; BB579 growth dn: -19.1; HCT116 PTEN-null: 103.7; bCat KO growth: 100.9; MRP1 act: 0.8

What do the screens show for `Fc1cccc(C2NC(=S)NC3=C2N2CCC3CC2)c1` (stereo unspecified)?
E-sel TNF inh: 24.5; GALR2 antag: 0.7; Measles CPE: 2.7; Phagocytosis inh: -0.5; Yeast life ext: -11.6; NPY Y2 blocker: 5.1; BB579 growth dn: -24.4; HCT116 PTEN-null: 44.3; bCat KO growth: 44.2; MRP1 act: -2.2

What do the screens show for `O=C(NNC(=O)c1cccc(S(=O)(=O)N2CCN(c3ccccc3)CC2)c1)c1ccc(Cl)cc1`?
E-sel TNF inh: -10.9; GALR2 antag: 4.3; Measles CPE: 9.4; Phagocytosis inh: -5.1; Yeast life ext: -8.0; NPY Y2 blocker: -4.7; BB579 growth dn: -38.1; HCT116 PTEN-null: 86.6; bCat KO growth: 82.3; MRP1 act: 10.2*

Results for CCCOc1ccccc1C(=O)NCCCC(=O)O ?
E-sel TNF inh: 8.9; GALR2 antag: 7.8; Measles CPE: 4.1; Phagocytosis inh: -0.8; Yeast life ext: 3.3; NPY Y2 blocker: 1.8; BB579 growth dn: -2.5; HCT116 PTEN-null: 98.8; bCat KO growth: 92.0; MRP1 act: 0.2

What do the screens show for `COc1ccc(CCNc2oc(COc3ccccc3F)nc2C#N)cc1`?
GALR2 antag: -0.5; Measles CPE: 26.0; Phagocytosis inh: 0.1; Yeast life ext: -9.0; NPY Y2 blocker: 6.6; BB579 growth dn: -43.0; HCT116 PTEN-null: 96.4; bCat KO growth: 94.5; MRP1 act: 0.3

How did CC1(C)Cc2ccccc2-c2nnc(SCC(=O)Nc3ccc4c(c3)OCO4)n21 do in these assays?
E-sel TNF inh: -26.1; GALR2 antag: -0.3; Measles CPE: 21.2; Phagocytosis inh: 7.9; Yeast life ext: 80.6*; NPY Y2 blocker: 1.1; BB579 growth dn: 19.4; HCT116 PTEN-null: 85.6; bCat KO growth: 83.0; MRP1 act: -0.7

Results for NC(=O)CSCc1c(Cl)cccc1Cl ?
E-sel TNF inh: -14.9; GALR2 antag: 0.4; Measles CPE: -0.3; Phagocytosis inh: -1.3; Yeast life ext: -6.1; NPY Y2 blocker: 3.4; BB579 growth dn: -3.7; HCT116 PTEN-null: 98.7; bCat KO growth: 94.8; MRP1 act: -2.1

How did COc1cc2[nH]c(=S)n(Cc3ccco3)c(=O)c2cc1OC do in these assays?
E-sel TNF inh: -12.3; GALR2 antag: -12.1; Measles CPE: 13.6; Phagocytosis inh: 2.1; Yeast life ext: -10.6; NPY Y2 blocker: 0.9; BB579 growth dn: -30.8; HCT116 PTEN-null: 98.2; bCat KO growth: 82.5; MRP1 act: -0.6

How did COc1ccc(Cl)cc1NC(=O)CSc1nnc(CN2CCOCC2)n1-c1ccc(Cl)cc1 do in these assays?
E-sel TNF inh: 2.8; GALR2 antag: -9.0; Measles CPE: 23.6; Phagocytosis inh: -0.7; Yeast life ext: -3.4; NPY Y2 blocker: 2.8; BB579 growth dn: -37.1; HCT116 PTEN-null: 33.6; bCat KO growth: 45.6; MRP1 act: -4.0

How did COc1ccc(OCc2nc(N)nc(Nc3ccccc3)n2)cc1 do in these assays?
E-sel TNF inh: -19.1; GALR2 antag: 10.3; Measles CPE: 5.2; Phagocytosis inh: -0.7; Yeast life ext: -12.1; NPY Y2 blocker: 0.1; BB579 growth dn: -78.6; HCT116 PTEN-null: 97.8; bCat KO growth: 93.7; MRP1 act: -0.5

Results for COC(=O)c1ccccc1NC(=O)c1cccc(NC(=O)c2ccc(Br)o2)c1C ?
E-sel TNF inh: 37.8; GALR2 antag: -1.6; Measles CPE: 8.1; Phagocytosis inh: 9.8; Yeast life ext: -13.7; NPY Y2 blocker: 4.7; BB579 growth dn: 21.6; HCT116 PTEN-null: 95.3; bCat KO growth: 98.6; MRP1 act: 0.7

How did CC(=O)NCCNC(=O)[C@H](Cc1ccccc1)NC(=O)c1cccs1 do in these assays?
E-sel TNF inh: 20.7; GALR2 antag: -3.0; Measles CPE: 11.4; Phagocytosis inh: -0.1; Yeast life ext: 9.4; NPY Y2 blocker: 0.1; BB579 growth dn: -68.2; HCT116 PTEN-null: 104.8; bCat KO growth: 97.6; MRP1 act: -0.1

What do the screens show for `CCOC(=O)C1=C(O)/C(=C/c2ccc(OCC(=O)O)c(OC)c2)SC1=Nc1ccc(OC)cc1`?
GALR2 antag: 5.4; Measles CPE: 14.2; Phagocytosis inh: 2.8; Yeast life ext: 5.3; NPY Y2 blocker: -0.7; BB579 growth dn: -35.0; HCT116 PTEN-null: 98.1; bCat KO growth: 104.3; MRP1 act: -0.1

Results for COc1ccccc1C(=O)C(O)c1ccccc1OC (stereo unspecified) ?
E-sel TNF inh: -18.8; GALR2 antag: -5.5; Measles CPE: 11.2; Yeast life ext: -9.0; NPY Y2 blocker: 1.9; BB579 growth dn: -30.3; HCT116 PTEN-null: 102.9; bCat KO growth: 93.3; MRP1 act: -1.0

What do the screens show for `CCN(CC)S(=O)(=O)c1cccc(NC(=O)C2SC(=Nc3ccc(C)cc3C)C(C(=O)NCC3CCCO3)=C2N)c1` (stereo unspecified)?
E-sel TNF inh: 18.8; GALR2 antag: 3.3; Measles CPE: 2.6; Phagocytosis inh: -1.0; Yeast life ext: -5.8; NPY Y2 blocker: 0.2; BB579 growth dn: -79.1; HCT116 PTEN-null: 104.6; bCat KO growth: 99.2; MRP1 act: -2.6

Results for CCc1nc2c(cnn2-c2ccc(Cl)cc2)c(=O)n1-c1ccc(OC)cc1 ?
E-sel TNF inh: -14.5; GALR2 antag: -3.5; Measles CPE: 55.6*; Phagocytosis inh: -0.4; Yeast life ext: -4.9; NPY Y2 blocker: 3.9; BB579 growth dn: -25.7; HCT116 PTEN-null: 76.3; bCat KO growth: 78.9; MRP1 act: -0.1

Results for CC(C)COC(=O)c1ccc(NC(=O)C2C3C=CC(C3)C2C(=O)O)cc1 (stereo unspecified) ?
GALR2 antag: 2.7; Measles CPE: 9.7; Phagocytosis inh: -1.0; Yeast life ext: -17.2; NPY Y2 blocker: 0.9; BB579 growth dn: -60.0; HCT116 PTEN-null: 85.3; bCat KO growth: 69.4; MRP1 act: -0.2

Screening data (PubChem)
